ABCB6 inh MLPCN = inhibitors of human ABC transporter ABCB6 | fluorescence ratio to DMSO, % at 10 µM | K562-ABCB6 porphyrin accumulation, flow cytometry, 1 h; hits give low values | 0.19% of 360,000 active;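 active means fluorescence ratio to DMSO below 75%, the collection mean minus 3 SD; inconclusive means too few cells collected in the well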;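 further: signal is porphyrin accumulated inside mitochondria; 100% equals median channel fluorescence of DMSO control wells; lower ratio means ABCB6 inhibition with less porphyrin fluorescence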
aDG glyco act = alpha-DG glycosylation activation. Pro5-aDG cells, alpha-DG glycosylation AlphaScreen (IIH6); 0% Pro5, 100% B10-LARGE cell signal. AID 624168. activation, % at 10 µM. 0.22% of 360,000 active;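 active means activation of at least 8% versus controls, or a plate z-score of at least 8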;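 further: Pro5 are CHO cells carrying HIG-tagged alpha-DG that lacks glycosylation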
NOD2-RIPK2 inh = NOD2-RIPK2 protein interaction inhibition; 0.38% of 360,000 active; CHO BLA complementation NOD2-RIPK2, CCF4 ratio; inhibition, % at 4.98 µM; O43353; AID 624267; in the data active means inhibition above about 21%;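 further: 0% = vehicle only and 100% = reference blocker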
MC4R antag cAMP = human MC4R antagonism in cAMP assay; P32245; MC4R-expressing cells, MTII-stimulated cAMP, LANCE TR-FRET; inhibition, % at 6.5 µM; 0.48% of 360,000 active; AID 540295;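 active means inhibition above its plate's cutoff, the mean of tested wells on that plate plus 3 SD, cut at about 29% in these data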;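 further: 0% = Melanotan II alone and 100% = Melanotan II plus saturating MCL0020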
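Assay system: U2OS-MC4R stable cell line; Also added: Melanotan II; Technique: Eu-cAMP/anti-cAMP TR-FRET, emission 671 nm; Times: 30-min compound, 1-h challenge, 1-h detection, room temperature.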
TLR9-MyD88 inh = TLR9-MyD88 interaction inhibition. CHO BLA complementation TLR9-MyD88, CCF4 FRET ratio. AID 504734. inhibition, % at 4.98 µM. Q9NR96+Q99836. 0.21% of 340,000 active;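 active means inhibition above the mean over all tested compounds plus 3 SD, cut at about 21% in these data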;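 further: 0% = DMSO only wells and 100% = clavulanate BLA inhibitor control wells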
Vif imaging = HIV Vif inhibition; AID 602346; inhibition, % at 7.49 µM; 0.35% of 340,000 active; HEK293T cells, Vif self-association by quenched fluorescence, imaging, 24 h; in the data active means inhibition above about 50%, passing the limit was not always enough; inconclusive means no clear call, values can overlap the other calls; inactive means below about 31%; further: some results filed as inactive read as strong as hits
N-glyco inh = blocks N-linked glycosylation in D54 reporter cells | D54 ERlucT glycosylation luciferase reporter, 24 h; percent of 100 nM tunicamycin response | reporter increase, % at 12.5 µM | 0.23% of 360,000 active;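 active means mean luciferase reporter signal, scaled so untreated is 0 and the glycosylation-blocking control 100, at or above a set limit in every replicate; inconclusive means mean reaches the limit but not every replicate does; inactive means mean below the limit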;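 further: luciferase carries N-glycosylation sites so blocking glycosylation raises the light; 0% = median of neutral control wells and 100% = median of 100 nM tunicamycin wells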
Granule exo inh = lytic granule exocytosis inhibition | TALL-104 LAMP-1 surface exposure, flow cytometry; cells stimulated with thapsigargin and PMA | 0.66% of 360,000 active | inhibition, % at 10 µM;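 active means inhibition above about 55%, limit read from the data; inconclusive means no clear call, values can overlap the other calls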
ABHD5 PLIN5 PPI = inhibitors of human ABHD5-perilipin-5 interaction; inhibition, % at 4 µM; 0.78% of 360,000 active; AID 602281; Split G. princeps luciferase complementation, luminescence, 4 h; Q00G26+Q8WTS1;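 active means inhibition above the mean inhibition across every tested compound plus 3 SD, cut at about 22% in these data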;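 further: 0% = DMSO only wells and the 100% control is not disclosed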
Target sequence (Q00G26 whole entry, looked up): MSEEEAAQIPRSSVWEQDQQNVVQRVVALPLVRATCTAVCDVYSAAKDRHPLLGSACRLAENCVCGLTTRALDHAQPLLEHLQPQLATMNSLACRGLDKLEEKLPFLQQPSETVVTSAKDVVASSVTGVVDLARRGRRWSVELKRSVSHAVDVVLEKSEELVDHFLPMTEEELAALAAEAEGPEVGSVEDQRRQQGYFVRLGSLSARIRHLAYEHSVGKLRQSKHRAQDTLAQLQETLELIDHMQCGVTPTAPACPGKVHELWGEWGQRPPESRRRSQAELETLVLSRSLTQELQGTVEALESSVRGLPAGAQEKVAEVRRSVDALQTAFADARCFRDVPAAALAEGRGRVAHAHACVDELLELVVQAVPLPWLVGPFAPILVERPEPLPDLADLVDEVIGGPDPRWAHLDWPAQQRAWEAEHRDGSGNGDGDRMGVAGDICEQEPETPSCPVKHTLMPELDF
Target sequence (Q8WTS1 whole entry, looked up): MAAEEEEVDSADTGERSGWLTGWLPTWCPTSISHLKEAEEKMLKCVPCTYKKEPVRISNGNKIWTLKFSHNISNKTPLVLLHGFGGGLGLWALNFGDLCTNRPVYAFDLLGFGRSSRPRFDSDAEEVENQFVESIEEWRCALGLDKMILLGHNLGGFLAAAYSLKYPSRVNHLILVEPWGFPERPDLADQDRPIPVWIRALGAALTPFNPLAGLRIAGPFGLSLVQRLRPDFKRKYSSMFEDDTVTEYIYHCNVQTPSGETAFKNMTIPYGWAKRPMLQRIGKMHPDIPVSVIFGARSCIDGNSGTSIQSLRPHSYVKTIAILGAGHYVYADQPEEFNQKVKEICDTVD
MC4R barr agon = activates human MC4R beta-arrestin recruitment | AID 540308 | U2OS MC4R beta-arrestin complementation, luminescence; percent of melanotan II response, DMSO zero | P32245 | 0.98% of 360,000 active | activation, % at 8.9 µM;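 active means activation above a per-plate cutoff, the mean activation of sample wells on that plate plus 3 SD, cut at about 8% in these data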
Active calls of the source: *; ? = inconclusive; . = no result given. A portion of the library; rates above refer to the full screens.

SMILES	ABCB6 inh MLPCN	aDG glyco act	NOD2-RIPK2 inh	MC4R antag cAMP	TLR9-MyD88 inh	Vif imaging	N-glyco inh	Granule exo inh	ABHD5 PLIN5 PPI	MC4R barr agon
COc1ccc(OC)c(NC(=O)c2ccccc2OC(C)=O)c1	104	0.2	-12	4	-10	-7	2	21	-14	2.2
CC(C)N(C)C1CCN(C(=O)Nc2ccc(Cl)cc2)CC1	93	0.1	4	18	2	1	3	1	-10	-0.3
CCC(=O)OCc1cc(=O)oc2ccc3ccccc3c12	101	0.0	-12	-3	3	-10	6	9	-5	-3.4
COc1ccc(C2CC(=O)Oc3c(C(CCN4CCCCC4)c4ccc(N(C)C)cc4)c(OC)cc(OC)c32)cc1 (configuration not stated)	98	-0.1	2	-4	5	-1	-1	-1	2	0.0
Cc1ccc(NC(=O)CN(C)C(=O)CSc2nc(C)cc(C)n2)cc1	101	0.2	-6	-1	-3	-7	0	-1	-4	0.4
CCOc1ccc(NC(=O)COc2ccc(S(=O)(=O)N3CCCC3)cc2)cc1	99	0.2	-9	6	3	-1	-3	-7	-7	2.1
CCc1ccc2oc(C(=O)N3CCN(C)CC3)cc(=O)c2c1	98	0.0	-2	7	-17	27	1	-5	-2	-1.8
CCn1c(SCc2nc3ccccc3c(=O)[nH]2)nnc1-c1cccnc1	100	-0.1	0	9	2	-4	2	-2	2	-2.4
COc1ccccc1-c1cc(C(=O)N2CCCc3ccccc32)no1	94	0.0	-4	19	6	-2	0	43	3	3.5
Cc1ccc(S(=O)(=O)n2cccc2/C=C/[N+](=O)[O-])cc1	80	-0.1	12	38*	6	13	-19	35	46*	-1.6
Cc1ccc(C)c2[nH]c(=O)c(CN(Cc3ccco3)S(=O)(=O)c3ccc4c(c3)OCCO4)cc12	96	-0.1	4	12	13	-10	-6	2	13	-0.8
COc1ccc(-c2c(-c3cc(OC)cc(OC)c3)n(C)c3ccc(Br)cc23)cc1	99	0.0	-1	3	6	-3	2	-4	-8	-2.2

Looked up above.
CCc1ccc2oc(C(=O)N3CCN(C)CC3)cc(=O)c2c1 in MC4R antag cAMP has 7
Cc1ccc(C)c2[nH]c(=O)c(CN(Cc3ccco3)S(=O)(=O)c3ccc4c(c3)OCCO4)cc12 in MC4R antag cAMP has 12
COc1ccccc1-c1cc(C(=O)N2CCCc3ccccc32)no1 in MC4R antag cAMP has 19
COc1ccc(C2CC(=O)Oc3c(C(CCN4CCCCC4)c4ccc(N(C)C)cc4)c(OC)cc(OC)c32)cc1 (configuration not stated) in ABHD5 PLIN5 PPI has 2
COc1ccc(OC)c(NC(=O)c2ccccc2OC(C)=O)c1 in MC4R barr agon has 2.2
CC(C)N(C)C1CCN(C(=O)Nc2ccc(Cl)cc2)CC1 in MC4R barr agon has -0.3
CCn1c(SCc2nc3ccccc3c(=O)[nH]2)nnc1-c1cccnc1 in N-glyco inh has 2

(cont.)
SMILES	ABCB6 inh MLPCN	aDG glyco act	NOD2-RIPK2 inh	MC4R antag cAMP	TLR9-MyD88 inh	Vif imaging	N-glyco inh	Granule exo inh	ABHD5 PLIN5 PPI	MC4R barr agon
CCOc1ccccc1NC(=O)c1cc(S(=O)(=O)NCc2ccco2)ccc1F	99	0.6	-7	10	-11	6	0	104*	2	4.0
CC(C)=C1C2CCC1C1C(=O)N(NC(=O)c3ccco3)C(=O)C21 (configuration not stated)	98	-0.1	-8	4	9	-8	1	?	3	0.8
O=S(=O)(NC1CCCCC1N1CCN(c2ccc(F)cc2)CC1)c1ccccc1 (configuration not stated)	96	-0.4	-5	5	-3	-6	-1	1	5	-1.8
CC(C)CN(C(=O)CSc1nnc(-c2cccs2)n1C1CC1)C1CCS(=O)(=O)C1 (configuration not stated)	100	-0.2	-1	-2	10	1	3	0	-8	-1.9
COC(=O)C(Cc1c[nH]c2ccccc12)NC(=O)c1ccc2nc[nH]c2c1 (configuration not stated)	100	0.0	-4	8	-11	0	-1	2	4	-2.4
CC(Sc1nc2ccccc2[nH]1)C(=O)NC1CCCCC1C (configuration not stated)	96	0.0	2	5	0	-1	-2	-1	2	-3.2
COc1ccc2c(c1)c1c3n2CCN(C)C3=NCC1	87	-0.1	-7	0	-8	3	3	0	15	0.7
Cc1snc(SCc2cccc(Cl)c2)c1C#N	96	0.1	-1	-2	3	-11	-4	7	1	2.8
COc1cc(NC(=O)CN2CCN(S(=O)(=O)c3ccc(C(C)C)cc3)CC2)cc(OC)c1	91	0.1	-6	3	1	14	-2	-1	-7	1.1
COc1ccc(OCC(=O)Nc2cc3c(cc2C(=O)O)OCCCO3)cc1	100	0.0	6	11	-15	52*	3	-4	0	0.7
Cc1ccc(C)c(NC(=O)CSc2nnc(C3CCCCC3)o2)c1	98	0.0	5	15	3	24	-1	-10	-1	0.2
CC(C)CC(NC(=O)OCc1ccccc1)C(=O)NC(Cc1c[nH]c2ccccc12)C(=O)O (configuration not stated)	99	-0.3	0	.	.	-1	4	4	-4	.
O=C(CNC(=S)NC(=O)c1ccccc1Br)c1ccccc1	103	0.2	4	1	-6	-5	1	6	5	21*
CCc1ncc(C(O)c2cccc3ccccc23)n1C (configuration not stated)	89	0.1	-11	1	3	-5	1	-7	2	-2.0
CCc1c(C)sc(NC(=O)c2ccoc2C)c1C(N)=O	97	0.0	-7	3	-4	-9	1	2	-8	-4.9
COc1ccc(Cl)cc1NC(=O)C(C)N1CCc2ccccc21 (configuration not stated)	97	0.0	15	14	0	.	-3	0	-15	-3.8
CC(C)(C)c1ccc(C(=O)Nc2sc3c(c2C(=O)O)CCC3)cc1	97	0.2	-6	30*	-3	-5	-4	0	4	-0.2
Cc1ccc(CNC(=S)NCc2ccncc2)cc1	114	0.3	-3	10	-12	-2	-2	1	-2	-3.2
O=C(Nc1cccc(C(=O)O)c1)/C(=C\c1ccc(F)cc1)NC(=O)c1ccco1	97	-0.1	-10	3	-8	64*	4	2	3	0.9
Cn1c(Cl)nc2c1c(=O)n(Cc1cccc(Br)c1)c(=O)n2C	101	0.5	10	27	-3	6	-3	2	4	0.2
O=C(CSc1nc(C2CC2)nc2ccccc12)N1CCc2ccccc21	96	0.0	-1	-1	-5	-2	2	-3	-4	-0.9
COc1ccccc1C1=NC(c2ccccc2)CN1c1ccccc1 (configuration not stated)	98	0.4	1	6	-11	13	-1	-20	-3	-0.9
Cc1cc(C)c(S(=O)(=O)N2CCC(C(=O)OCc3c(C)noc3C)CC2)c(C)c1	93	0.2	-5	5	6	0	2	7	4	-3.2
CCCNC(=O)c1cc(C2CCCN(C(=O)c3cc(F)ccc3C)C2)on1 (configuration not stated)	96	0.0	-8	1	.	4	-2	0	4	-1.4

ABHD5 PLIN5 PPI, hit marks shown above
SMILES	ABCB6 inh MLPCN	aDG glyco act	NOD2-RIPK2 inh	MC4R antag cAMP	TLR9-MyD88 inh	Vif imaging	N-glyco inh	Granule exo inh	ABHD5 PLIN5 PPI	MC4R barr agon
Cc1ccc(S(=O)(=O)n2cccc2/C=C/[N+](=O)[O-])cc1	80	-0.1	12	38*	6	13	-19	35	46*	-1.6

Next entries follow:
SMILES	ABCB6 inh MLPCN	aDG glyco act	NOD2-RIPK2 inh	MC4R antag cAMP	TLR9-MyD88 inh	Vif imaging	N-glyco inh	Granule exo inh	ABHD5 PLIN5 PPI	MC4R barr agon
CNC(=S)N(CCc1c(C)[nH]c2ccc(C)cc12)Cc1cccnc1	104	0.5	-13	5	-6	.	0	16	-9	-0.2
CN1CCN(C2CC(=O)N(CCc3ccccc3)C2=O)CC1 (configuration not stated)	98	-0.1	5	0	-7	2	0	1	-3	-2.2
CCOC(=O)NC(=O)CSc1nnnn1-c1ccccc1	101	0.4	-11	4	-5	9	-2	-2	-5	1.2
C/C(=N/NC(=O)CNc1ccc(Cl)cc1C)c1ccc(C)cc1	100	-0.3	-7	11	2	23	0	1	-2	3.9
CCOC(=O)N1CCN(C(=O)CSc2ccc(-c3ccc(OC)cc3)nn2)CC1	91	-0.2	-9	-1	0	2	-1	-2	0	-0.5
COc1ccc(Br)c(C(=O)Nc2cccc(S(=O)(=O)N3CCOCC3)c2)c1	95	0.3	0	11	2	-3	2	1	4	-0.5
COc1ccc(C(=O)Cc2cc(OC)c(OC)cc2C(=O)c2ccccc2F)cc1OC	98	0.4	-2	-1	3	-4	2	3	-2	-1.5
CCC(C)N(C(=O)CSc1nnc2ccccn12)C1CCS(=O)(=O)C1 (configuration not stated)	94	0.0	6	3	-3	5	0	1	0	-1.9
CCC/C=C/c1ccc(CN2C(CC(C)C)C(=O)N(Cc3cn(CCC4OCCCO4)nn3)CCS2(=O)=O)cc1 (configuration not stated)	95	0.2	10	16	-6	-14	0	3	5	0.8
O=C(O)C1CCCN1S(=O)(=O)c1cccc2nsnc12 (configuration not stated)	106	-0.2	-15	2	12	-1	6	-1	-6	1.5
Cc1cccc(OC(=O)c2cncc(Br)c2)c1	104	0.0	9	13	1	6	0	-4	-2	-2.2
COCCN1C(=O)c2ccc(C(=O)NCc3cccnc3)cc2C1=O	100	0.2	-1	2	-3	3	1	-5	-2	-0.7

2 entries drawn at random from the list so far:
SMILES	ABCB6 inh MLPCN	aDG glyco act	NOD2-RIPK2 inh	MC4R antag cAMP	TLR9-MyD88 inh	Vif imaging	N-glyco inh	Granule exo inh	ABHD5 PLIN5 PPI	MC4R barr agon
CNC(=S)N(CCc1c(C)[nH]c2ccc(C)cc12)Cc1cccnc1	104	0.5	-13	5	-6	.	0	16	-9	-0.2
CCC/C=C/c1ccc(CN2C(CC(C)C)C(=O)N(Cc3cn(CCC4OCCCO4)nn3)CCS2(=O)=O)cc1 (configuration not stated)	95	0.2	10	16	-6	-14	0	3	5	0.8

Of the compounds above, 3 contain a thiophene ring, fused or not.
SMILES	ABCB6 inh MLPCN	aDG glyco act	NOD2-RIPK2 inh	MC4R antag cAMP	TLR9-MyD88 inh	Vif imaging	N-glyco inh	Granule exo inh	ABHD5 PLIN5 PPI	MC4R barr agon
CC(C)CN(C(=O)CSc1nnc(-c2cccs2)n1C1CC1)C1CCS(=O)(=O)C1 (configuration not stated)	100	-0.2	-1	-2	10	1	3	0	-8	-1.9
CCc1c(C)sc(NC(=O)c2ccoc2C)c1C(N)=O	97	0.0	-7	3	-4	-9	1	2	-8	-4.9
CC(C)(C)c1ccc(C(=O)Nc2sc3c(c2C(=O)O)CCC3)cc1	97	0.2	-6	30*	-3	-5	-4	0	4	-0.2

Screening results deposited in PubChem by several laboratories.
